High-throughput results from PubChem.
CHRM4 antagonist = human M4 muscarinic receptor antagonists, primary screen, CHO cells, Fluo-8 calcium fluorescence; inhibition, % at 3 µM; AID 624125, 2012; CHO-hM4 cells, ACh EC80; 360,000 tested, 0.73% active;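 active = inhibition above its plate's cutoff, the mean inhibition of sample wells plus 3 SD, cut at about 27% in these data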;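 note: 0% = acetylcholine EC80 with DMSO and 100% = DMSO without agonist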
Target sequence (P08173 whole entry, looked up): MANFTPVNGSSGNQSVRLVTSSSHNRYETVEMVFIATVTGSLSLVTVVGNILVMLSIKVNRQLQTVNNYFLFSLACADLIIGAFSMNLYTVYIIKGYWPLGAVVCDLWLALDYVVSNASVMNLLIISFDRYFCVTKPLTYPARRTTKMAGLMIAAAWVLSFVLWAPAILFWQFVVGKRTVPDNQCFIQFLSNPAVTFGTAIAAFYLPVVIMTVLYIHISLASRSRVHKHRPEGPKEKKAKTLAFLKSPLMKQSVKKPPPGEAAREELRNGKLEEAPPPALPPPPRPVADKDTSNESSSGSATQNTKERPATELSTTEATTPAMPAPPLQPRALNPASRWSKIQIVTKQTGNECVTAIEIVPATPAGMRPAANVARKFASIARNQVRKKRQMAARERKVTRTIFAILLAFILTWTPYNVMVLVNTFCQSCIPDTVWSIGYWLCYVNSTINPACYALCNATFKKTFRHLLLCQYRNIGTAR
OXTR potentiator = human OXTR potentiators, primary screen, fluorescence, CHO-OTR cells, Fluo-8 calcium; Oxytocin receptor (Homo sapiens), P30559; 320,000 tested, 0.061% active; activation, % at 3 µM; Fluo-8 calcium fluorescence, potentiator mode; 0% = oxytocin EC15, 100% = EC100; AID 2445, 2010;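 active = activation above that plate's cutoff, the mean activation of tested compounds plus 3 SD, cut at about 6.6% in these data, passing the limit was not always enough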;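 note: 100% uses oxytocin at 75 nM as the full agonist control; some results filed as inactive read as strong as hits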
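test system = CHO-OTR cells, human receptor | compound = single-point 3.0 µM | schedule = 6 min compound pre-incubation at room temperature, 100 s kinetic read | signal = Fluo-8 no-wash calcium dye fluorescence, excitation 470-495 nm, emission 515-575 nm | repeats = single well per compound, singlicate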
CHO-K1 Ca antag = counter-screen for M1 antagonists: effect in parental CHO-K1 cells; ATP-induced calcium, Fluo-8 fluorescence; inhibition, % at 3 µM; 360,000 tested, 0.6% active; AID 602250;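 active = inhibition above a per-plate cutoff, the plate's mean sample inhibition plus 3 SD, cut at about 24% in these data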;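 note: 0% = DMSO plus EC80 ATP and 100% = DMSO alone without ATP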
CHRM1 antagonist = human M1 muscarinic receptor antagonists, primary screen, CHO-K1 cells, Fluo-8 calcium fluorescence, 1536-well; Muscarinic acetylcholine receptor M1 (Homo sapiens), P11229; CHO-K1 hM1, ACh EC80 antagonist; inhibition, % at 3 µM; 360,000 tested, 1.3% active; AID 588852, 2011;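 active = percent inhibition above its own plate's cutoff, namely the mean of that plate's compound wells plus 3 SD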;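 note: peak over basal fluorescence ratio during 140 s after agonist addition; 0% = ACh EC80 plus DMSO and 100% = DMSO alone without agonist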
Target sequence (P11229 whole entry, looked up): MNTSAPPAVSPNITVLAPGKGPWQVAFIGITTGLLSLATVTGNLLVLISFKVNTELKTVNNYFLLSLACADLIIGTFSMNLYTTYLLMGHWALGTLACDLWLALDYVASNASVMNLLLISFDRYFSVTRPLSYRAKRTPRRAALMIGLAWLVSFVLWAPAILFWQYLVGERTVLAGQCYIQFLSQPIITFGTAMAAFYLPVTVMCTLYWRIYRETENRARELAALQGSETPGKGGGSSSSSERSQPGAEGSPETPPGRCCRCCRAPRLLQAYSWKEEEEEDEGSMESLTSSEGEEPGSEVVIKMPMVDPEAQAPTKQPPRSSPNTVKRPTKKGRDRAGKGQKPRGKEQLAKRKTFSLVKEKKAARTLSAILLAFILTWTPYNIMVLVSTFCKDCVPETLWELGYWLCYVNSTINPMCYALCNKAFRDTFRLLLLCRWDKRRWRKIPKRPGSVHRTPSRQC
CHO parental Ca = ATP-evoked calcium signal inhibitors, parental CHO, primary screen, counter-screen for OX1R antagonist project, cell-based, fluorescence, Fluo-8 calcium dye; parental CHO-K1, ATP-induced calcium, Fluo-8 fluorescence; inhibition, % at 5.6 µM; 330,000 tested, 0.63% active;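 active = inhibition above that plate's mean sample inhibition plus 3 SD, cut at about 26% in these data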;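 note: 0% = ATP-challenged DMSO wells and 100% = DMSO wells without ATP; some compounds past the cut are filed as inactive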
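Material: Parental CHO cells | Reagent: ATP | Compound dosing: Single nominal dose of 5.6 µM per compound | Detection: Intracellular calcium via Fluo-8 no-wash fluorescent dye | Read-out: % inhibition of ATP-induced calcium mobilization | Benchmarks: Low control ATP plus DMSO, high control DMSO only | Replicates: Singlicate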
M1 ag parental = counter-screen for M1 agonists: effect in parental CHO-K1 cells; Fluo-8 calcium fluorescence; scaled to maximal ATP response, vehicle zero; activation, % at 3 µM; 360,000 tested, 0.48% active; in the data active = activation above about 15%;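 note: untransfected CHO-K1 host cells lacking M1 receptor as counterscreen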
CHRM4 agonist = human M4 muscarinic receptor agonists, primary screen, CHO-K1 cells, Fluo-8 calcium fluorescence; CHO-K1 hM4/Gqi5; vehicle 0%, full acetylcholine response 100%; AID 624127, 2012; activation, % at 3 µM; Muscarinic acetylcholine receptor M4 (Homo sapiens), P08173; 360,000 tested, 0.14% active;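 active = activation above the run mean over all test wells plus 3 SD, cut at about 32% in these data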;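 note: peak over basal fluorescence ratio per well then scaled between controls; 0% = DMSO wells and 100% = acetylcholine at EC100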
CHRM1 PAM = human M1 muscarinic receptor positive allosteric modulators, primary screen, CHO-K1 cells, Fluo-8 calcium fluorescence, 1536-well | CHO-K1 hM1, ACh EC20; 0% = ACh EC20, 100% = maximal ACh | activation, % at 3 µM | 360,000 tested, 0.088% active; in the data active = activation above about 19%, passing the limit was not always enough
M1 ag = human M1 muscarinic receptor agonists, primary screen, Fluo-8 calcium fluorescence, CHO-K1 cells, HTS. 360,000 tested, 0.33% active. CHO-K1 hM1, agonist mode; 0% DMSO, 100% acetylcholine EC100. activation, % at 3 µM. AID 588814, 2011;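 active = activation above the run's mean compound activation plus 3 SD, cut at about 16% in these data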;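 note: peak over basal fluorescence ratio within a 140 s kinetic read after compound addition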
* marks the source's active call; other numbers are inactive results; . = no result given.

Fields – CHRM4 antagonist | OXTR potentiator | CHO-K1 Ca antag | CHRM1 antagonist | CHO parental Ca | M1 ag parental | CHRM4 agonist | CHRM1 PAM | M1 ag
Fc1ccccc1Cn1c2[n+](c3ccc(C(F)(F)F)cc31)CCCCC2
  0 | 1 | -3 | 34* | -12 | 0.2 | 0 | -20 | -9
CC(C)C(=O)Nc1oc(-c2ccccc2)cc1C#N
  -13 | -1 | 7 | -15 | -12 | -0.7 | -1 | 14 | -1
CC1=Nc2cc(C(=O)O)ccc2Sc2ccc(Br)cc21
  4 | -4 | -3 | -15 | 1 | 0.3 | 1 | 8 | -2
Oc1ccccc1/C=C/c1noc(-c2ccccc2O)n1
  6 | -25 | -5 | 5 | 2 | -0.2 | 1 | 0 | -3
N#Cc1ccccc1S(=O)(=O)c1ccccc1C(=O)Nc1ccccc1
  1 | 1 | -1 | -1 | 10 | 0.1 | 1 | 5 | -6
CN(C)CCNC(=O)C(=O)NCC1OCCCN1S(=O)(=O)c1cccs1 (stereo not drawn)
  2 | -2 | -2 | -2 | -2 | 0.4 | 0 | 5 | -3
Cc1cccc(NC(=O)Cn2nnc(C(=O)Nc3ccc(F)c(Cl)c3)c2N)c1
  -3 | -5 | 1 | 12 | 0 | 0.4 | 1 | -6 | -1
COc1ccc(N(CC(=O)NCCC2=CCCCC2)S(=O)(=O)c2ccccc2)cc1OC
  -5 | -8 | -11 | -6 | -15 | 0.8 | 1 | 7 | -3
Cc1ccc(NC2=NCC(=O)N2C2CCCC2)c(C)c1
  9 | -2 | 7 | -30 | -6 | -0.2 | 0 | -1 | 0
COc1c(O)cc(O)c2c(=O)cc(-c3ccccc3)oc12
  7 | 0 | 16 | 0 | -5 | 1.2 | 1 | -1 | -1
CCOC(=O)N1CCN(C(=O)C[C@@H]2C[C@@]3(C(=O)OC)CCCCC=C3N(Cc3ccc(Cl)cc3Cl)C2=O)CC1
  7 | . | -2 | . | . | 0.7 | 6 | . | .
Cc1ccc(C(=O)OCCc2c(C)[nH]n(-c3ccccc3)c2=O)cc1
  2 | -5 | 12 | -1 | -26 | -0.1 | 2 | 1 | -6
O=C(CCCn1c(=S)[nH]c2cc3c(cc2c1=O)OCO3)N1CCN(C2CCCCC2)CC1
  -5 | -3 | -7 | -1 | -17 | -0.3 | -1 | 1 | -7
CCCN(CCC)C(=O)CSc1ncccc1C(=O)O
  2 | -5 | -7 | -5 | -2 | 0.2 | 1 | 8 | -1
Cc1cc2cc(CN(CC3CCCO3)C(=S)Nc3ccccc3)c(=O)[nH]c2cc1C (stereo not drawn)
  -1 | 1 | 5 | -1 | -16 | 1.1 | 6 | 4 | -10

Later entries
Fields – CHRM4 antagonist | OXTR potentiator | CHO-K1 Ca antag | CHRM1 antagonist | CHO parental Ca | M1 ag parental | CHRM4 agonist | CHRM1 PAM | M1 ag
COc1ccc(NC(=O)CCC(=O)c2cccs2)cc1Cl
  -9 | -10 | -11 | -5 | -9 | 1.1 | 0 | 7 | -6
O=C(Cn1[nH]c(=O)c2ccccc2c1=O)OCC(=O)c1ccc(Br)cc1
  -2 | -15 | 7 | -8 | -5 | -0.1 | 1 | 6 | -1
N#CC(C#N)=C1c2cc(S(=O)(=O)NCCO)ccc2-c2ccc(S(=O)(=O)NCCO)cc21
  3 | 2 | -12 | -19 | 0 | 0.6 | 1 | 13 | -3
COc1ccc(Cn2nnnc2C(CC(C)C)N2CCC(C(N)=O)CC2)cc1 (stereo not drawn)
  -17 | -5 | 0 | -4 | -7 | 0.5 | 2 | 11 | -12
CCOc1ncccc1C(=O)NNC(=O)c1ccc(NS(=O)(=O)c2cccs2)cc1
  -1 | 1 | -1 | -1 | -7 | -0.5 | 1 | 13 | -2
C/C(=N\NC(=O)c1ccc(O)cc1O)c1cccnc1
  -2 | . | -7 | -9 | . | 1.4 | 1 | 8 | -3
CC[C@@]12C(=O)N(c3cccc(F)c3)C(=O)N1[C@H](c1ccc(OC)cc1)[C@@H]1C(=O)N(C(C)(C)C)C(=O)[C@@H]12
  0 | 0 | -9 | -4 | -15 | -0.2 | -1 | 7 | -7
N#Cc1c(N)nc2c(c1N)CC(CCl)O2 (stereo not drawn)
  6 | 1 | 4 | -7 | -2 | 0.0 | 1 | 4 | -6
COc1ccc(NC(=O)CC23CC4CC(CC(Br)(C4)C2)C3)c(OC)c1
  -5 | -12 | -10 | -6 | -15 | 0.4 | 1 | 10 | -2
CCOc1ccc(NS(=O)(=O)c2c(C)nc3sc(CC)nn3c2=O)cc1
  -8 | -8 | 10 | 0 | -5 | 4.0 | 6 | -3 | -9
O=c1cc(C(F)(F)C(F)F)oc2ccccc12
  -6 | -14 | -17 | -7 | 10 | 0.3 | 1 | 1 | -4
CC(=O)Nc1cc(F)c2c(c1F)Cc1cc(F)ccc1-2
  0 | . | -9 | 1 | . | 1.0 | 4 | -1 | -2
Cc1cc(NS(=O)(=O)c2ccc(NC(=O)c3ccc([N+](=O)[O-])cc3)cc2)nc(C)n1
  4 | . | -10 | -6 | . | 0.4 | 0 | 1 | -3
Cc1ccc(N(CC(=O)NCC2CCCO2)C(=O)CCC(=O)Nc2nccs2)cc1 (stereo not drawn)
  10 | -7 | -12 | -10 | -10 | 0.5 | 1 | 14 | -6
O=C(Nc1ccccc1)Nc1cc(OCC(F)(F)F)cc(OCC(F)(F)F)c1
  10 | . | 32* | 25* | . | 13 | 12 | -21 | -1

Pulled one by one from the list above:
Fields – CHRM4 antagonist | OXTR potentiator | CHO-K1 Ca antag | CHRM1 antagonist | CHO parental Ca | M1 ag parental | CHRM4 agonist | CHRM1 PAM | M1 ag
COc1c(O)cc(O)c2c(=O)cc(-c3ccccc3)oc12
  7 | 0 | 16 | 0 | -5 | 1.2 | 1 | -1 | -1
CC(C)C(=O)Nc1oc(-c2ccccc2)cc1C#N
  -13 | -1 | 7 | -15 | -12 | -0.7 | -1 | 14 | -1

Continuation.
Fields – CHRM4 antagonist | OXTR potentiator | CHO-K1 Ca antag | CHRM1 antagonist | CHO parental Ca | M1 ag parental | CHRM4 agonist | CHRM1 PAM | M1 ag
CCOn1c(-n2nc(C)cc2C)nc2ccccc2c1=O
  3 | -4 | -1 | 5 | -15 | 0.3 | 1 | 3 | -3
Cc1onc(-c2ccccc2)c1C(=O)NNC(=S)NC(=O)c1ccc(Cl)cc1Cl
  3 | -12 | 1 | 16 | 3 | 26* | 113* | -28 | 90*
O=C(/C(=C(/[O-])c1ccccc1)[n+]1ccccc1)c1ccc([N+](=O)[O-])cc1
  -3 | -5 | -10 | -10 | -12 | 0.5 | 1 | 5 | -7
CCOC(=O)C1CCCN(S(=O)(=O)c2ccc3c(c2)N(C(C)=O)CCO3)C1 (stereo not drawn)
  -14 | -9 | -4 | -11 | -10 | 2.3 | 5 | 6 | 2
C[C@H](CO)N1C[C@H](C)[C@@H](CN(C)C)Oc2c(NS(=O)(=O)c3ccccc3)cccc2C1=O
  10 | 1 | -8 | -1 | -1 | 0.2 | 0 | 0 | -4
CC(C)c1ccc(NC(=O)C(c2ccccc2)N(Cc2ccco2)C(=O)CC2NC(=O)NC2=O)cc1 (stereo not drawn)
  6 | -10 | 7 | -3 | -21 | -0.3 | 2 | 3 | -3
CC(=O)Nc1ccc(C2NC(=O)c3ccccc3O2)cc1 (stereo not drawn)
  2 | -9 | -12 | 5 | -6 | 0.4 | 1 | 1 | -1
Cc1cc(CCC(=O)O)c(C)cc1CCC(=O)O
  2 | -1 | 0 | 8 | -5 | 0.3 | 0 | 0 | -2
COc1ccc(S(=O)(=O)NC(CC(=O)N2CCc3ccccc32)c2ccco2)cc1 (stereo not drawn)
  3 | -22 | -10 | 2 | -15 | 1.8 | 4 | 3 | -4
CN(c1ccc(C(=O)Nc2ccccc2Sc2ccccc2)cc1)S(C)(=O)=O
  -4 | -15 | -2 | -7 | -12 | 2.6 | 11 | -9 | -5
CN(c1ccccc1)S(=O)(=O)c1ccc(Cl)nc1
  2 | -24 | -7 | -4 | -13 | 0.8 | 0 | 6 | -5
Cc1c2c(cc3c1[nH]c1ccccc13)C=NCC2
  -6 | . | -2 | -3 | . | 1.5 | 1 | 3 | -7
O=C(c1ccc(N2C(=O)c3ccccc3C2=O)cc1)N1CCCCC1
  -1 | -6 | -11 | -9 | -10 | 1.3 | 1 | 5 | -3
CC1(C)OCC(CNC(=O)c2[nH]c(C(F)(F)F)nc2-c2ccccc2)O1 (stereo not drawn)
  -6 | . | 10 | -16 | . | 0.7 | 1 | -2 | -1
Cc1ccccc1CN1CCNC(=O)C1CC(=O)NCCC1=CCCCC1 (stereo not drawn)
  3 | -12 | -4 | -15 | -31 | 0.1 | 1 | 11 | -2
COC(=O)COc1ccccc1C(N)=O
  1 | -5 | -4 | -2 | -3 | 0.1 | 0 | 2 | -3
CS(=O)(=O)c1ccc(-c2nnc(NC(=O)c3cccc(N4C(=O)CCC4=O)c3)o2)cc1
  2 | -5 | -6 | -11 | -3 | -0.1 | 1 | 3 | 0
Cc1cccc(S(=O)(=O)CC(=O)Nc2nc(-c3ccccc3)cs2)c1
  -2 | -16 | -9 | 4 | 12 | 4.1 | 9 | -5 | 2

Compounds above with fluorine, in the order listed:
Fields – CHRM4 antagonist | OXTR potentiator | CHO-K1 Ca antag | CHRM1 antagonist | CHO parental Ca | M1 ag parental | CHRM4 agonist | CHRM1 PAM | M1 ag
Fc1ccccc1Cn1c2[n+](c3ccc(C(F)(F)F)cc31)CCCCC2
  0 | 1 | -3 | 34* | -12 | 0.2 | 0 | -20 | -9
Cc1cccc(NC(=O)Cn2nnc(C(=O)Nc3ccc(F)c(Cl)c3)c2N)c1
  -3 | -5 | 1 | 12 | 0 | 0.4 | 1 | -6 | -1
CC[C@@]12C(=O)N(c3cccc(F)c3)C(=O)N1[C@H](c1ccc(OC)cc1)[C@@H]1C(=O)N(C(C)(C)C)C(=O)[C@@H]12
  0 | 0 | -9 | -4 | -15 | -0.2 | -1 | 7 | -7
O=c1cc(C(F)(F)C(F)F)oc2ccccc12
  -6 | -14 | -17 | -7 | 10 | 0.3 | 1 | 1 | -4
CC(=O)Nc1cc(F)c2c(c1F)Cc1cc(F)ccc1-2
  0 | . | -9 | 1 | . | 1.0 | 4 | -1 | -2
O=C(Nc1ccccc1)Nc1cc(OCC(F)(F)F)cc(OCC(F)(F)F)c1
  10 | . | 32* | 25* | . | 13 | 12 | -21 | -1
CC1(C)OCC(CNC(=O)c2[nH]c(C(F)(F)F)nc2-c2ccccc2)O1 (stereo not drawn)
  -6 | . | 10 | -16 | . | 0.7 | 1 | -2 | -1
